Screens: PubChem, National Center for Advancing Translational Sciences (NCATS)
KCNH2 3.1 block = qHTS for Inhibitors of KCHN2 3.1: Mutant qHTS; activity change, % (tested at about 1.8 µM); Potassium voltage-gated channel subfamily H member 2, brain isoform KCNH2 3.1 (human); U2OS KCNH2 3.1, thallium flux FluxOr; stronger effect = lower value; AID 720553, 2013; 340,000 tested, 0.95% active;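 active = maximum activity change below -70%; inconclusive = maximum activity change from -70% to -50%; inactive = maximum activity change above -50%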;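 also: thallium influx rate constant from kinetic fluorescence after stimulation buffer; % is scaled to controls: 0 for no effect and ±100 for the full control effect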
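We transduce U2OS cells with the mutant 3.1 virus, culture them overnight, load FluxOr with Red40 quencher for 45 min, then add stimulation buffer and read kinetically for 2 min to derive a normalized rate constant.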
NPC1 prom act = qHTS Assay for NPC1 Promoter Activators; Huh7 NPC1 promoter luciferase reporter, 24 h; Potency, µM (highest dose often 9.22 µM), without a hit: top-dose activation, hits mostly activators; 320,000 tested, 2.4% active;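 also: potency is read from the fitted curve at half-maximal effect; % of control where 0% means no effect; nearly all actives have a fitted effect of over 60% in size; reporter is driven by a mutant NPC1 promoter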
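Stably transfected Huh7 (NPC1 promoter→luciferase), 1500 cells/well in Opti-MEM + 10% FBS, 2 h settle, then compound 24 h at 37 °C. Luminescence after 10 min with Amplite reagent.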
FLuc modulator = qHTS profiling assay for firefly luciferase inhibitor/activator using purifed enzyme and Km concentrations of substrates (counterscreen for miR-21 project); purified FLuc, Km substrates, luminescence inhibition; Potency, µM (doses to about 57.5 µM), for inactives: at the highest dose activity change, negative = inhibition, actives largely listed as inhibitors; 360,000 tested, 6.9% active; AID 588342, 2011;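 also: potency is read from the fitted curve at half-maximal effect; plate controls were vehicle for no effect and reference inhibitor for full effect; nearly all actives have a fitted effect of over 55% in size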
Target sequence (P08659 whole entry, looked up): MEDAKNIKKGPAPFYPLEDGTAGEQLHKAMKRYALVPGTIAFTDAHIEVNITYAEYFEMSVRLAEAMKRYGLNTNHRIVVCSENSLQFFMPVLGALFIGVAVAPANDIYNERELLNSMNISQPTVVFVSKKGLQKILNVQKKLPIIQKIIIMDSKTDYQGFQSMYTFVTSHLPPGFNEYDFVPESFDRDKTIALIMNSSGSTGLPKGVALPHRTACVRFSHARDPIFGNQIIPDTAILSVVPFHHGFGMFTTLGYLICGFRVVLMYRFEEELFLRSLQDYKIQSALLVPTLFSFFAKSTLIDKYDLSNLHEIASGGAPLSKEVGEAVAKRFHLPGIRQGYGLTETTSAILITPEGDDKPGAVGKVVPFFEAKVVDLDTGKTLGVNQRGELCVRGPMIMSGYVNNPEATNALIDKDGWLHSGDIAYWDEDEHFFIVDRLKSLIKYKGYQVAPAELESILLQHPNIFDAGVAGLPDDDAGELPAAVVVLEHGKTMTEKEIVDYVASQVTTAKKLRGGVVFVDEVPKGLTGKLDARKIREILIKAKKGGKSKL
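Biochemical qHTS of compounds, final roughly 60 µM downward over six points, against 10 nM purified firefly luciferase using Km concentrations of substrates (10 uM D-luciferin, 10 uM ATP) in Tris acetate pH 7.5 buffer; luminescence output.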
VP16 counter = VP16 counterscreen qHTS for inhibitors of ROR gamma transcriptional activity; 310,000 tested, 3.5% active; Drosophila S2 Gal4-VP16 UAS-luciferase, luminescence, 20 h; AID 2546, 2010; Potency, µM (series often up to 53.6 µM), inactives show top-dose activity, negative = inhibition, usual class: inhibitors;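 also: Gal4-VP16 expression switched on by copper sulfate through the metallothionein promoter; potency is read from the fitted curve at half-maximal effect; % is scaled to controls: 0 for no effect and ±100 for the full control effect; nearly all actives have a fitted effect of over 50% in size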
ELG1 genotoxic = qHTS screen for small molecules that induce genotoxicity in human embryonic kidney (HEK293T) cells expressing luciferase-tagged ELG1; HEK293T ELG1-luciferase reporter, luminescence, 16 h; Potency, µM (top dose mostly 46 µM), without a hit: at the top dose activity change, positive = activation, usual class: activators; 330,000 tested, 1.3% active; AID 504466, 2011; also: potency is read from the fitted curve at half-maximal effect; % of control where 0% means no effect; nearly all actives have a fitted effect of over 60% in size
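Quantitative HTS format in 1536-well plates. HEK293T ELG1-luciferase reporter cells receive test compound and are incubated 16 hr at 37 °C, 5% CO2; ONE-Glo added, 30 min room temperature, then luminescence read.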
Rab9 promoter act = qHTS Assay for Rab9 Promoter Activators; Potency, µM (doses to about 9.22 µM), inactives show at the top dose activation, negative = inhibition, actives largely listed as activators; Huh7 Rab9 promoter-luciferase reporter, luminescence, 24 h; AID 485297, 2010; 320,000 tested, 2.8% active; also: potency is read from the fitted curve at half-maximal effect; % of control where 0% means no effect; nearly all actives have a fitted effect of over 60% in size
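Rab9 promoter-driven luciferase in stably transfected Huh7 cells; 1500 cells/well rested 2 h, exposed to compound in DMSO for 24 h at 37 °C, 5% CO2. Luminescence read 10 min after adding luciferase reagent at ambient temperature.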
RORgamma inh = qHTS for inhibitors of ROR gamma transcriptional activity | AID 2551, 2010 | Potency, µM (top dose mostly 53.6 µM), for inactives: top-dose activity change, negative = inhibition, most hits filed as inhibitors | Drosophila S2 Gal4-RORgamma UAS-luciferase reporter, 20 h | Nuclear receptor ROR-gamma (Mus musculus), P51450 | 310,000 tested, 5.4% active; also: potency is read from the fitted curve at half-maximal effect; % is scaled to controls: 0 for no effect and ±100 for the full control effect; nearly all actives have a fitted effect of over 60% in size
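A Gal4/UAS one-hybrid system in insect cells: metallothionein-promoter Gal4–ROR gamma fusion plus Photinus luciferase reporter. Copper sulfate 700 uM final, 20 hr ambient incubation, luminescent detection after 10 min with reagent.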
Tb PFK block = qHTS Assay to Find Inhibitors of T. brucei phosphofructokinase; T. brucei PFK, ADP-Glo luminescence; 330,000 tested, 0.17% active; Potency, µM (series often up to 57.5 µM), for the others: top-dose activity, negative = inhibition, most hits filed as inhibitors; AID 485367, 2010; ATP-dependent 6-phosphofructokinase (Trypanosoma brucei brucei), O15648;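 also: potency is read from the fitted curve at half-maximal effect; 0% = uninhibited 1x PFK enzyme wells and -100% = no-enzyme wells; nearly all actives have a fitted effect of over 60% in size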
Target sequence (O15648 whole entry, looked up): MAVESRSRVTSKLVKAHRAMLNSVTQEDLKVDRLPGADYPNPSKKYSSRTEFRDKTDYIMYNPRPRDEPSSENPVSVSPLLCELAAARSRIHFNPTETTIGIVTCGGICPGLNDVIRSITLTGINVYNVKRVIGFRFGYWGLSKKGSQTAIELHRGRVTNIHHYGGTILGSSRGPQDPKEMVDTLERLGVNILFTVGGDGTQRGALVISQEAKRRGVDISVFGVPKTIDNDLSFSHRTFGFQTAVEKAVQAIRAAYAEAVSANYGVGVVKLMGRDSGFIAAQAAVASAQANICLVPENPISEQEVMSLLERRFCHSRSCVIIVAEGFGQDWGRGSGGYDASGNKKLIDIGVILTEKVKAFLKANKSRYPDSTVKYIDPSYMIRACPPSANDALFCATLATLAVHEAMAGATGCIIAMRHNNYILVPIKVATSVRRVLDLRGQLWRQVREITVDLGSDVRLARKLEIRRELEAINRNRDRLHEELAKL
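In TEA buffer at pH 8.0 with 5 mM MgCl2, enzyme (1.25 nM) converted F6P (0.5 mM) and ATP (0.1 mM) for 45 min at room temperature. ADP product was read by luciferase luminescence.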
Coupling enz = qHTS Assay for Inhibitors of Fructose-1,6-bisphosphate Aldolase from Giardia Lamblia: Coupling assay counterscreen. activity change, negative = inhibition, % at 58.2 µM, hits read low. coupling enzyme system counterscreen, AmpLite Red fluorescence. 290,000 tested, 0.67% active; in the data active = activity change below about -30%; also: % is scaled to controls: 0 for no effect and ±100 for the full control effect
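First, compound is pin-transferred into glyceraldehyde-3-phosphate coupling-enzyme reagent at 57.5 uM final and held 10 min at RT. Next, substrate, coupling system and AmpLite Red are added. After 20 min RT, fluorescence (525/598 nm) is read.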
uPA generation = qHTS for Inhibitors of Cell Surface uPA Generation; cell surface uPA generation assay, qHTS; Potency, µM (top dose mostly 38.3 µM), for the others: top-dose activity change, negative = inhibition, usual class: inhibitors; 330,000 tested, 0.31% active; active = well fitted inhibition curve with a large enough effect; inconclusive = small, poorly fitted or top-dose-only effect; inactive = no such curve, though single readings can be large or run the other way; tested in mouse RAW 264.7 cells; also: potency is read from the fitted curve at half-maximal effect; % is scaled to controls: 0 for no effect and ±100 for the full control effect; nearly all actives have a fitted effect of over 55% in size
Giardia killer = Small Molecules that selectively kill Giardia lamblia: qHTS; Giardia lamblia trophozoite viability; activity change, % at 7.66 µM, hits read low; 340,000 tested, 0.15% active; in the data active = activity change below about -80%; inconclusive = between about -30% and that limit;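 also: parasites exposed to compound for two days anaerobically before the ATP read; % is scaled to controls: 0 for no effect and ±100 for the full control effect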
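Viability, read as ATP luminescence: trophozoites at 100 cells/well, compound added, 48 hrs anaerobic at 37 deg C, then 15-30 min room-temperature development before reading.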
Starred values were filed as active, the others as inactive; ? = inconclusive; . = no result given; [ ] = remark or other dose. Unless noted, calls follow the shape of the dose curve; as a rule, active = well fitted curve in the direction sought with a large enough effect; inconclusive = small, poorly fitted or top-dose-only effect, or another doubt; inactive = no such curve, though single readings can be large; an effect the other way counts as inactive or inconclusive.

SMILES	KCNH2 3.1 block	NPC1 prom act	FLuc modulator	VP16 counter	ELG1 genotoxic	Rab9 promoter act	RORgamma inh	Tb PFK block	Coupling enz	uPA generation	Giardia killer
N#Cc1ccc(Cl)cc1NC(=O)COC(=O)c1cccc(S(=O)(=O)N2CCOCC2)c1	16.4	-0.3%	4.6%	.	1.3%	-1.4%	.	-0.7%	.	-6.2%	18.3
COc1ccc(C(=O)N2CCCC2)cc1S(=O)(=O)N1CCC(C)CC1	0.0	-2.9%	2.3%	-1.8%	-0.1%	4.3%	-31.9%	6.9%	5.2	3.1%	3.9
Cc1cc(CNC(=O)c2cccc([N+](=O)[O-])c2)c2ccccc2n1	-2.9	7.2%	-13.6%	-18.7%	-0.3%	12.7%	35.8%	0.2%	3.8	0.9%	-5.7
CCCNC(=O)C(=O)Nc1ccc(N(C)C)cc1	-6.2	?	13.5µM*	-3.8%	?	3.16µM*	-20.8%	0.8%	4.6	-3.5%	-3.5
COc1cccc(-c2c(C(=O)N/N=C/c3cccnc3)nnn2-c2nonc2N)c1	-29.4	-4.9%	2.5%	2.5%	-2.0%	0.2%	16.7%	2.5%	-2.3	-8.9%	-6.9
CCOC(=O)N1CCN(C(=O)CS(=O)Cc2nc(-c3ccc(C)cc3)oc2C)CC1 (stereo not given)	-43.5	-0.4%	5.4%	-1.0%	5.1%	6.0%	11.0%	0.8%	-0.2	?	3.3
Cc1occc1-c1nnc(SCC(=O)N2CCN(c3ccccc3F)CC2)n1C	.	-4.2%	11.1%	-6.1%	-2.9%	-4.4%	-0.8%	-0.5%	-2.7	.	.
CCOC(=O)c1cnc(SC2CC(=O)N(c3ccc(C)cc3)C2=O)nc1N (stereo not given)	16.6	.	0.5%	?	.	.	?	.	-0.3	-0.5%	9.5
COc1ccccc1CNC(=O)c1c(N)n(CCCN2CCOCC2)c2nc3ccccc3nc12	-11.3	-8.0%	1.9%	?	-4.6%	2.2%	-19.8%	0.6%	-26.1	-11.5%	20.8
COc1ccc(C(=O)NCCS(=O)(=O)NCc2ccccc2OC)cc1	21.9	-0.6%	2.9%	.	4.3%	-5.2%	.	8.4%	.	-3.5%	23.0
O=C(O)Cn1cccc1C(=O)c1ccccc1	-8.6	-2.1%	-20.0%	-8.2%	0.3%	-0.7%	-0.5%	0.9%	-1.0	.	34.2[activator]
CCc1cc(C(=O)NCC2CCCO2)sc1C (stereo not given)	-1.0	16.6%	?	22.6%	?	26.4%	33.1%	1.3%	.	0.5%	-6.4
CC(C)NS(=O)(=O)c1ccc(NC(=O)C2CC3C=CC2C3)cc1 (stereo not given)	36.6	1.0%	1.0%	-0.7%	0.8%	4.5%	28.3%	-2.9%	0.2	16.2%	?
Cc1nc2nc(C)c(NS(=O)(=O)c3ccc(C(C)(C)C)cc3)c(=O)n2[nH]1	7.3	2.7%	-19.2%	8.0%	2.4%	-0.1%	-9.9%	1.1%	-0.7	1.7%	-20.4
CCOC(=O)N1CCN(C(=O)CSc2ccccc2)CC1	1.6	-0.8%	-0.6%	14.0%	3.1%	8.7%	32.7%	-0.3%	3.9	-2.6%	7.1
O=C(CCCN1C(=O)c2ccccc2C1=O)OC1CSCC1NC(=O)c1ccccc1 (stereo not given)	1.5	-4.1%	0.1%	-4.6%	-0.7%	0.4%	-9.6%	5.1%	2.6	5.4%	-16.1
CCOC(=O)N=S(N)(=O)c1ccccc1 (stereo not given)	-2.6	.	2.1%	-0.8%	.	.	-9.3%	.	1.7	.	-0.2
Cc1ccsc1CN(C(=O)c1ccccc1)C1CCS(=O)(=O)C1 (stereo not given)	-4.4	-4.1%	4.5%	9.4%	5.3%	-1.8%	1.0%	1.0%	.	3.1%	-7.1
COc1ccc(Cl)cc1NC(=O)CCCC(=O)c1ccccc1	1.0	-4.1%	4.8%	2.2%	-3.2%	-4.0%	8.0%	-8.5%	-4.0	3.5%	1.2
COc1ccc(C)cc1Nc1n[n+](-c2ccccc2)c(-c2ccc(N(C)C)cc2)s1	-5.5	-21.4%	0.5%	5.62µM*	-3.6%	-7.2%	11.2µM*	0.7%	0.1	?	-21.7
Cc1cc2c3c(c1)C(C)CC(C)(C)N3C(=O)C2=C(C#N)C#N (stereo not given)	-1.1	-0.4%	3.8%	-2.6%	-0.2%	-1.1%	0.9%	-2.3%	-20.5	0.0%	3.1
COc1ccccc1S(=O)Cc1ccc(C(=O)NCc2ccccc2Cl)o1 (stereo not given)	-6.1	0.9%	-1.4%	5.0%	-6.7%	0.9%	-0.9%	-1.9%	1.4	5.8%	-21.4
C#CC1(NC(=O)NC(C)(C)C)CCCCC1	1.1	0.3%	1.6%	2.1%	0.6%	3.6%	-19.0%	0.6%	6.6	9.1%	-0.9
COc1ccc(N(CC(=O)Nc2ccc(C)cn2)S(=O)(=O)c2c(C)noc2C)cc1	-14.5	-1.6%	-0.1%	1.0%	-2.3%	-2.7%	32.9%	1.5%	-1.5	0.9%	10.7
O=c1cc(N2CCc3ccccc3C2)[nH]c(=O)n1Cc1ccc(F)cc1	-0.4	-1.7%	0.3%	4.1%	5.2%	0.2%	2.3%	-2.6%	1.9	1.9%	-3.2
(more compounds)
SMILES	KCNH2 3.1 block	NPC1 prom act	FLuc modulator	VP16 counter	ELG1 genotoxic	Rab9 promoter act	RORgamma inh	Tb PFK block	Coupling enz	uPA generation	Giardia killer
CCCN(CC(=O)Nc1ccccc1C)C(=O)c1cccc(S(=O)(=O)N2CCN(c3ccccc3)CC2)c1	-3.2	-1.1%	-1.5%	.	-5.4%	-2.5%	.	-2.7%	.	-14.9%	0.2
CC1(c2ccc(OC(F)F)cc2)NC(=O)N(CC(=O)N2c3ccccc3NC(=O)C2(C)C)C1=O (stereo not given)	1.0	-8.3%	-4.0%	.	-2.7%	-2.1%	.	0.3%	.	-16.9%	3.6
CC(C)CC(=O)OCc1cn(-c2ccccc2)nn1	3.5	15.1%	?	2.1%	7.5%	27.0%	-0.5%	0.9%	0.1	-4.3%	11.5
O=C(NC1CCCCC1)C(c1ccc(O)cc1)N(C(=O)c1cnccn1)c1cccc(F)c1 (stereo not given)	-4.4	2.9%	2.2%	-2.9%	2.4%	-2.0%	-16.3%	-0.2%	-0.4	-3.2%	-10.5
Cc1cc(C(=O)CN2C(=O)NC3(CCCCC3)C2=O)c(C)n1Cc1ccco1	-36.1	2.24µM*	7.57µM*	-4.3%	6.51µM*	1.41µM*	-2.5%	-4.3%	-0.5	-4.9%	-8.5
COc1ccc(NC(=O)COC(=O)CCc2ccc(S(=O)(=O)N3CCOCC3)cc2)c(OC)c1	0.6	.	.	.	0.2%	.	.	11.6%	.	7.0%	-22.6
Cc1ccc(S(=O)(=O)NC(=O)COc2ccc(Cl)cc2Cl)cc1	-15.6	2.5%	-13.6%	-7.0%	-0.2%	0.1%	8.1%	8.3%	18.3	5.7%	-9.7
COc1ccc(N=NC2=C(O)CC(C)(C)CC2=O)cc1	-27.4	3.55µM*	13.5µM*	?	?	16.3%	-32.9%	0.0%	3.4	-3.0%	-6.7
O=C(COc1ccc(Cl)cc1)NNC(=S)NCc1ccccc1	-4.1	-6.0%	0.3%	5.62µM*	-11.7%	7.1%	1.12µM*	-0.7%	3.0	-2.2%	-8.9
CC(=O)Nc1c([N+](=O)[O-])cc(C)c(Cl)c1[N+](=O)[O-]	-2.9	1.0%	-0.8%	-2.6%	1.8%	0.2%	?	3.6%	0.2	-9.5%	-14.6
COc1ccc(NC(=O)CN(c2cc(C)cc(C)c2)S(=O)(=O)c2c(C)noc2C)cc1OC	14.2	1.0%	3.2%	4.5%	-6.7%	2.3%	34.9%	-2.0%	1.8	-4.5%	3.2
CC(NC(=S)Nc1ccccc1Cl)C(c1ccccc1)N1CCOCC1 (stereo not given)	1.4	-3.0%	0.9%	?	-0.6%	-2.3%	3.98µM*	1.2%	0.2	-14.5%	17.2
COc1ccc(NC(=O)CSc2nc(C)cc(C)n2)cc1	2.9	-0.8%	-0.9%	7.7%	0.5%	-3.9%	22.9%	3.4%	-1.1	1.6%	-14.4
